Source: PubChem BioAssay (National Center for Advancing Translational Sciences (NCATS))
HT1080 IDH1KD tx – qHTS for induction of synthetic lethality in tumor cells producing 2HG: qHTS for the HT-1080-IDH1KD cell line. HT-1080 IDH1 knockdown viability, ATP luminescence, 48 h. AID 686971, 2013. 360,000 tested, 2% active. Potency, µM (series often up to 46.1 µM), without a hit: at the highest dose activity, negative = toxicity, usual class: cytotoxic;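 also: potency is read from the fitted curve at half-maximal effect; 0% = DMSO wells and -100% = cell-free medium wells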
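Viability of IDH1-knockdown HT-1080 fibrosarcoma cells was assessed by CellTiter-Glo after 48 h at 37 °C with titrated compound; concentration-effect curves were classified by fit quality and response size.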
IL-1B inflam inh – qHTS for Inhibitors of Inflammasome Signaling: IL-1-beta AlphaLISA Primary Screen | THP-1 LPS/ATP IL-1B secretion, AlphaLISA, 16 h; hits give low values | activity change, % at 57.5 µM | 360,000 tested, 4.7% active; in the data active = activity change below about -50%; inconclusive = mostly about -30% to -49%; also: % is scaled to controls: 0 for no effect and ±100 for the full control effect
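Secreted IL-1B measured by AlphaLISA bead assay after 16 h compound exposure of THP-1 cells; compounds (final up to 57.5 uM) added 1 h before LPS (250 ng/mL) and ATP (1.25 mM) stimulation; lower signal means less secretion.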
MCF10A rereplic – A quantitative high throughput screen for small molecules that induce DNA re-replication in MCF 10a normal breast cells; 350,000 tested, 2.9% active; Potency, µM (doses to about 46.1 µM), inactives show at the highest dose activity, positive = re-replication, actives largely listed as activators; MCF 10A DNA re-replication, Hoechst nuclear intensity, 48 h; AID 624296, 2012; also: potency is read from the fitted curve at half-maximal effect; % of control where 0% means no effect; nearly all actives have a fitted effect of over 50% in size
SW480 rereplic – A quantitative high throughput screen for small molecules that induce DNA re-replication in SW480 colon adenocarcinoma cells; SW480 DNA re-replication, Hoechst DNA content imaging, 48 h; Potency, µM (series often up to 46.1 µM), inactives show at the top dose re-replication activation, usual class: activators; 340,000 tested, 1.8% active; AID 624297, 2012; also: potency is read from the fitted curve at half-maximal effect; % of control where 0% means no effect; nearly all actives have a fitted effect of over 55% in size
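DNA re-replication was detected as more nuclei of elevated Hoechst intensity after 48 hr exposure to compound (23 nL pinned per well of 250 cells).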
DRD3 agonist – qHTS of D3 Dopamine Receptor Agonist: qHTS | D(3) dopamine receptor (Homo sapiens), P35462 | D3R DiscoveRx beta-arrestin cells, luminescence, 90 min | max activation, % | AID 652048, 2013 | 410,000 tested, 0.58% active; in the data active = max activation above about 30%; also: 0% is about no effect; mostly tested at two doses, the higher about 12 µM
Target sequence (P35462 whole entry, looked up): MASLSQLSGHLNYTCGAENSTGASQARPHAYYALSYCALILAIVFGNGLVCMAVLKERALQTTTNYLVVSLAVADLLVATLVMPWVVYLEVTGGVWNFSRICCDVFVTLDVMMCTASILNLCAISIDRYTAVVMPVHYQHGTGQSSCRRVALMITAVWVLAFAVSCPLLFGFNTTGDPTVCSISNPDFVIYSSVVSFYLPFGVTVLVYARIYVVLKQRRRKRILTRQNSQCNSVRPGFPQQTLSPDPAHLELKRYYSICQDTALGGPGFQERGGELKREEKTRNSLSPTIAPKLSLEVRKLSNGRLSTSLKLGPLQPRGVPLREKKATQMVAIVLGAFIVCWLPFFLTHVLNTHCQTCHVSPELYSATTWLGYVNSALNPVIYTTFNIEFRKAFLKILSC
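Agonist mode: compounds and dopamine controls were applied to plated cells for 90 min at 37 degrees C after an overnight attachment at 1500 cells/well. Luminescent read-out followed 30 - 60 minutes at room temperature with DiscoveRx detection reagent.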
HT1080-NT tox – qHTS for induction of synthetic lethality in tumor cells producing 2HG: qHTS for the HT-1080-NT fibrosarcoma cell line; 360,000 tested, 1.6% active; HT-1080-NT fibrosarcoma viability, CellTiter-Glo ATP luminescence, 48 h; Potency, µM (titrated, usually from 46.1 µM), inactives show at the highest dose activity, negative = less viability, hits mostly cytotoxic; AID 686970, 2013;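 also: NT is the 2HG producing partner of a matched IDH1 knockdown line; potency is read from the fitted curve at half-maximal effect; 0% = DMSO-treated cells and -100% = media-only wells without cells; nearly all actives have a fitted effect of over 55% in size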
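Fibrosarcoma NT cells, 750 per well in 5% FBS RPMI, were exposed to compound for 48 hours. Viability: CellTiter-Glo luminescence.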
GLP1R cytotox – qHTS of GLP-1 Receptor Inverse Agonists: Cytotox Screen; HEK293 cAMP-luciferase reporter cells, luminescence, 24 h; Potency, µM (highest dose often 38.3 µM), inactives show at the top dose activity change, negative = inhibition, most hits filed as inhibitors; 410,000 tested, 0.13% active; AID 624418, 2012;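 also: loss of luciferase light is scored as toxicity; potency is read from the fitted curve at half-maximal effect; % is scaled to controls: 0 for no effect and ±100 for the full control effect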
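To flag toxic compounds, the library was rerun on cells for 24 hr at 37 deg C and 5% CO2. Viability-linked luminescence was captured 12 min after adding luciferase detection reagent.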
KB-V1 MDR tox – qHTS assay for MDR1-selective chemotherapeutics: Primary screen using the drug-selected MDR subline cells KB-V1 | 400,000 tested, 3.4% active | KB-V1 MDR cells viability, CellTiter-Glo, 72 h | Potency, µM (series often up to 46.1 µM), for the others: top-dose activity change, negative = cytotoxicity, hits mostly cytotoxic; also: potency is read from the fitted curve at half-maximal effect; % is scaled to controls: 0 for no effect and ±100 for the full control effect; nearly all actives have a fitted effect of over 60% in size
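Readout: CellTiter-Glo luminescence, 10 min after addition. Cells: KB-V1 MDR subline, 72 h at 37 degrees C with compound. Analysis: corrected, normalized data fitted to concentration-effect curves.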
KB-3-1 tox – qHTS assay for MDR1-selective chemotherapeutics: Primary screen using the parental adenocarcinoma cell KB-3-1. 400,000 tested, 1.4% active. KB-3-1 viability, CellTiter-Glo ATP luminescence, 72 h. Potency, µM (titrated, usually from 46.1 µM), inactives show top-dose activity change, negative = cytotoxic, usual class: cytotoxic; also: potency is read from the fitted curve at half-maximal effect; % is scaled to controls: 0 for no effect and ±100 for the full control effect; nearly all actives have a fitted effect of over 60% in size
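Parental KB-3-1 adenocarcinoma cells in phenol-red-free DMEM with 10% FBS were pin-treated with compounds at several concentrations, incubated 72 h at 37 °C, and viability read by CellTiter-Glo luminescence; concentration-effect curves were fitted after normalization.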
The depositor's hits bear a star; i = inactive; u = inconclusive; x = not tested or not shown; ! = not active in a repeat; [ ] = remark or other dose. Unless noted, calls follow the shape of the dose curve; as a rule, active = well fitted curve in the direction sought with a large enough effect; inconclusive = small, poorly fitted or top-dose-only effect, or another doubt; inactive = no such curve, though single readings can be large; an effect the other way counts as inactive or inconclusive.

SMILES	HT1080 IDH1KD tx	IL-1B inflam inh	MCF10A rereplic	SW480 rereplic	DRD3 agonist	HT1080-NT tox	GLP1R cytotox	KB-V1 MDR tox	KB-3-1 tox
COc1cc(-c2nnc(SCCOc3ccccc3)o2)cc(OC)c1OC	x	x	x	x	2	x	-9%	-1%	-5%
CS(=O)(=O)N1CCN(c2ccccc2NC(=S)NC(=O)c2ccco2)CC1	0%	16	14%	-4%	-4	-2%	-22%	-21%	2%
CCOC1=C2CN(S(=O)(=O)c3ccc(C)cc3)[C@H](c3ccccc3)C[C@@H]2N(S(=O)(=O)c2ccc(C)cc2)[C@H](c2cccc(C)c2)C1	11%	44	x	x	10	12%	3%	0%	0%
O=C(CCc1ccccc1)N1CCN(CCO)CC1	-11%	-7	-4%	0%	-10	-2%	4%	4%	-8%
COC(=O)c1ccc(-c2nc3cc(N)ccc3o2)cc1	-11%	-6	5%	1%	0	5%	1%	11%	6%
O=C(Nc1nccs1)C1CCN(S(=O)(=O)c2cccnc2)CC1	2%	10	-5%	-14%	-2	11%	1%	u	13%
Cc1cc(C)nc(-n2ncc3c2CC(c2cccc(Cl)c2)CC3=O)n1 (stereo unspecified)	u	-5	u	1%	3	u	-25%	u	u
COc1ccc(NC(=O)CCCCCN2C(=O)CCC2=O)cc1Cl	1%	38	7%	-2%	3	11%	-7%	u	4%
O=C(OCC(=O)N1CCN(C(=O)c2ccco2)CC1)c1sc2cc(F)ccc2c1Cl	10%	3	-8%	1%	-2	2%	-1%	4%	-1%
COc1ccc(Cn2c(C(=O)O)c(CNC3CCC(C)CC3)c3ccc(C)cc32)cc1 (stereo unspecified)	x	x	x	x	1	x	3%	0%	-5%
CCOC(=O)c1ccccc1NC(=O)c1ccc2nc[nH]c2c1	2%	4	7%	-4%	3	2%	4%	-18%	10%
CC(=O)Oc1c(C(=O)c2nnc(C)o2)c(=O)n(C)c2ccccc12	-22%	-11	9%	2%	1	-1%	-5%	17%	13%
CCOc1c(C#N)c(C#N)c2nc(C)cc(C)n12	1%[9.24 µM]	-10	6%	-4%	-2	0%	-1%	-15%	6%
CCOc1ccc(Nc2nc(Cc3nnc(SCC(=O)N(CC)CC)n3C)cs2)cc1	-4%	-2	-11%	-4%	-6	-4%	2%	-28%	-5%
CC(NC(=O)CCc1c[nH]c2ccccc12)c1ccccc1 (stereo unspecified)	-5%	24	-9%	-36%[inhibitor]	-10	12%	-24%	-1%	0%
CC1=C(C(=O)OC(C)C)C(c2ccco2)NC(=O)N1 (stereo unspecified)	12%	15	-10%	-2%[9.22 µM]	4	21%	-17%	6%	12%
Cn1c(C(=O)Nc2ccc3c(c2)OCCO3)cc2sccc21	-20%	0	-1%	9%	-6	-15%	u	15µM*	0%
Cc1ccc(-n2nnnc2SCC(=O)c2cc(C)n(-c3cc(C)on3)c2C)c(C)c1	-7%	-9	u	u	18	u	-30%	u	-1%
O=C(CCn1nnc2ccccc2c1=O)NCC1CCC(C(=O)O)CC1 (stereo unspecified)	-3%	-11	-2%	4%	-2	7%	7%	-12%	u
ClCc1nc2ccccc2n1Cc1ccccc1	-12%	-2	2%	-1%	-1	-2%	4%	-25%	-12%
Cc1ccc(S(=O)(=O)N(CCCO)Cc2cc3c(C)ccc(C)c3[nH]c2=O)cc1	-3%	-4	-8%	-5%	17	-3%	-10%	4%	2%
CCOC(=O)C(=COC(=O)c1ccccc1)NC(=O)Cc1ccccc1	5%	-2	-1%	10%	6	-3%	-1%	15%	-3%
COc1cccc(-n2c(C)c3c(OC)cccc(=O)c3c2C)c1	-7%	12	u	-1%	-9	0%	7%	u	0%
Cc1ccc2c(c1)N(C(=O)CCC(=O)NC1CCCCCC1)CCO2	4%	10	-3%	5%	-14	0%	-5%	13%	22%
Cc1ccc2nc3c(cc(C(=O)NC4CCCCC4)c(=N)n3C3CCCCC3)c(=O)n2c1	u	6	u	18µM*	-5	1%	102%[activator]	u	u

Just DRD3 agonist, GLP1R cytotox and IL-1B inflam inh (two entries from above):
| SMILES | DRD3 agonist | GLP1R cytotox | IL-1B inflam inh |
| --- | --- | --- | --- |
| CC(=O)Oc1c(C(=O)c2nnc(C)o2)c(=O)n(C)c2ccccc12 | 1 | -5% | -11 |
| CCOc1c(C#N)c(C#N)c2nc(C)cc(C)n12 | -2 | -1% | -10 |

The main list resumes, repeating the five entries before the break.
SMILES	HT1080 IDH1KD tx	IL-1B inflam inh	MCF10A rereplic	SW480 rereplic	DRD3 agonist	HT1080-NT tox	GLP1R cytotox	KB-V1 MDR tox	KB-3-1 tox
Cc1ccc(S(=O)(=O)N(CCCO)Cc2cc3c(C)ccc(C)c3[nH]c2=O)cc1	-3%	-4	-8%	-5%	17	-3%	-10%	4%	2%
CCOC(=O)C(=COC(=O)c1ccccc1)NC(=O)Cc1ccccc1	5%	-2	-1%	10%	6	-3%	-1%	15%	-3%
COc1cccc(-n2c(C)c3c(OC)cccc(=O)c3c2C)c1	-7%	12	u	-1%	-9	0%	7%	u	0%
Cc1ccc2c(c1)N(C(=O)CCC(=O)NC1CCCCCC1)CCO2	4%	10	-3%	5%	-14	0%	-5%	13%	22%
Cc1ccc2nc3c(cc(C(=O)NC4CCCCC4)c(=N)n3C3CCCCC3)c(=O)n2c1	u	6	u	18µM*	-5	1%	102%[activator]	u	u
CCOc1cc(N2CCOCC2)c(OCC)cc1NC(=O)Cn1cnnn1	-3%	-4	0%	-9%	-5	2%	4%	-20%	u
CCCCC(=O)/C=C/n1c(=S)oc2ccccc21	3.7µM*	-101*	2.9µM*	6.5µM*	-2	10µM*	u	u	u
O=C1c2ccccc2C(O)N1c1ccc(Cl)cc1 (stereo unspecified)	17%	-24	4%	-15%	4	3%	-31%	17%	11%
O=C(O)CCC(=O)OCc1c(-c2ccccc2)ncc2ccccc12	0%	25	u	-3%	1	0%	-31%	22%	2%
COc1ccc(CCNC(=O)c2cc3ccccc3oc2=O)cc1	8%	1	-2%	-1%	2	6%	2%	2%	-8%
CCN(c1ccccc1)c1ccc2cc(S(=O)(=O)N3CCCC3)ccc2n1	x	x	x	x	-2	x	1%	9%	-6%
CCN(CC)c1ccc(NS(=O)(=O)c2ccc(-c3ccc(=O)[nH]n3)o2)c(C)c1	-2%	4	-3%	-2%	4	0%	8%	-2%	-1%
CCOc1c(Br)cc(CNc2ccc(N3CCOCC3)cc2)cc1OC	-16%	-20	9%	-23%	4	-4%	-8%	0%	-5%
CC(=O)Nc1ccc(S(=O)(=O)N(C)CC(=O)NCCOc2ccccc2)cc1	-4%	-24	3%	-3%	3	1%	0%	0%	0%
Cc1cc(C)c(NS(=O)(=O)c2ccc3c(c2)NC(=O)C(C)C(=O)N3)c(C)c1 (stereo unspecified)	-4%	-21	u	2%	-5	-7%	0%	-4%	0%
Cc1cc(C)cc(OCC(=O)OCC(=O)N(C)CC(=O)Nc2ccc(F)cc2)c1	-19%	6	2%	-1%	5	4%	-4%	11%	-1%
OC1Cc2ccccc2C1Nc1cccc(C(F)(F)F)c1 (stereo unspecified)	11%	-66*	-1%	3%	1	-1%	-8%	u	-16%
COc1ccc(-n2c(SCC#N)nc3ccccc3c2=O)cc1	1%	-5	-5%	-3%	-2	-10%	-4%	-15%	7%
C=CCOc1ccc(CN(C)Cc2nc3cc(C(F)(F)F)ccc3c(=O)[nH]2)cc1	1%	39	2%	i[1.84 µM]	2	1%	9%	3%	3%
O=C(/C=C/c1ccco1)NC(=S)Nc1ccc(Cl)cn1	-1%	42	-1%	-3%	0	9%	u	7%	1%
O=C(c1ccc(Cl)cc1)c1ccc(OCC(O)CN2CCCCC2)cc1 (stereo unspecified)	u	-52*	5µM*	u	-12	u	-6%	-31%	u
O=C(COC(=O)C1CCC1)Nc1ccc(Cl)cn1	-12%	19	5%	-5%	-14	6%	12%	u	1%
Cc1nc(NCc2ccccc2)sc1C(=O)Nc1ccccc1	-14%	-6	u	-2%	-4	-4%	8%	u	20%
CCOC(=O)C(C)Sc1ccc2nnc(-c3ccc(F)cc3)n2n1 (stereo unspecified)	9%	17	16%	2%	35*	18%	-1%	15µM*!	u
Cc1ccc(-n2ncc(N(C)C)c(Cl)c2=O)cc1	-6%	-11	6%	2%	-5	2%	-21%	0%	-8%
Cc1nnc(N2C(=O)C(=O)/C(=C(/O)c3ccc4c(c3)OCCO4)C2c2ccc(F)cc2)s1 (stereo unspecified)	1%	-2	-1%	3%	-15	0%	-3%	17%	13%

Entries from the list above that have a thiophene ring, fused or not, in the order listed:
SMILES	HT1080 IDH1KD tx	IL-1B inflam inh	MCF10A rereplic	SW480 rereplic	DRD3 agonist	HT1080-NT tox	GLP1R cytotox	KB-V1 MDR tox	KB-3-1 tox
O=C(OCC(=O)N1CCN(C(=O)c2ccco2)CC1)c1sc2cc(F)ccc2c1Cl	10%	3	-8%	1%	-2	2%	-1%	4%	-1%
Cn1c(C(=O)Nc2ccc3c(c2)OCCO3)cc2sccc21	-20%	0	-1%	9%	-6	-15%	u	15µM*	0%
